Compound activity from PubChem.
TDP2 absorb – human TDP2 enzyme inhibitors, primary screen, biochemical, epi absorbance, recombinant enzyme | T5PNP hydrolysis, p-nitrophenol absorbance 415 nm | inhibition, % at 12.8 µM | actives 0.34% (n = 370,000) | AID 720702, 2013;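 active = inhibition above the mean of all tested compounds plus 3 SD, set per campaign, cut at about 25% in these data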;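 note: 0% = DMSO with enzyme and 100% = buffer with substrate but no TDP2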
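test system = human TDP2 enzyme | input = TDP2 enzyme at 120 nM final | medium = 50 mM Tris-HCl pH 7.5 with Mg2+, KCl, DTT, BSA | also added = T5PNP substrate, 5 mM | times = 2 h at 37 °C | technique = epi absorbance | benchmarks = high control without enzyme, low control DMSO plus TDP2 | replication = each compound tested once, singlicate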
KLK7 zymogen act – proKLK7 zymogen activators, primary screen, biochemical, fluorescence intensity; purified proKLK7, EDANS-DABCYL substrate fluorescence; 100% is mature enzyme control, 0% vehicle; activation, % at 7 µM; actives 0.9% (n = 370,000); AID 652039, 2013;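 active = activation above the mean of all tested compounds plus 3 SD, computed per campaign excluding outliers beyond control limits, cut at about 13% in these data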
ARFGAP1 inhibitor – inhibitors of rat ARFGAP1 GAP activity, primary screen, biochemical, fluorescence polarization, GDP tracer | ADP-ribosylation factor GTPase-activating protein 1 (Rattus norvegicus), Q62848 | Arfgap1-stimulated ARF1 GTP hydrolysis, GDP FP detection | inhibition, % at 16.5 µM | actives 0.26% (n = 360,000);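 active = inhibition above a per-plate limit, mean inhibition of low control wells plus 3 SD, cut at about 25% in these data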;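 note: 0% = DMSO wells with enzyme and 100% = wells lacking Arfgap1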
Target sequence (Q62848 1-136 limits assumed): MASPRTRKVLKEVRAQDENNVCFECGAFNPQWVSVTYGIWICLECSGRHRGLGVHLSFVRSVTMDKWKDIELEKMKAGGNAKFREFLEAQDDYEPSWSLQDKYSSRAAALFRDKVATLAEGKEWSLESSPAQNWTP
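system = rat Arfgap1 catalytic domain, aa 1-136 | technique = FP, GDP Alexa 633 tracer displaced from anti-GDP antibody, 620/688 nm | compound = one concentration, 16.5 µM, DMSO 1.26% | medium = HEPES-based buffer, pH 7.5 | timing = compound-enzyme preincubation 20 min, reaction 120 min, detection 60 min, 25 °C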
PLCg1 inh – PLC-gamma1 enzyme inhibitors, primary screen, biochemical, fluorescence, purified enzyme; fluorogenic substrate; 1-phosphatidylinositol 4,5-bisphosphate phosphodiesterase gamma-1 (Homo sapiens), P19174; actives 0.84% (n = 370,000); inhibition, % at 12.2 µM; in the data active = inhibition above about 9.5%
LEDGF integ inh – blockers of LEDGF/p75-dependent integrase strand transfer – biochemical, TR-FRET, high throughput, primary screen | HIV-1 integrase (with human LEDGF/p75) | TR-FRET IN-LEDGF/p75 DNA integration, Eu/Cy5 | inhibition, % at 3.7 µM | actives 0.64% (n = 370,000) | AID 743269, 2014;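 active = inhibition above the screen-wide mean plus 3 SD, cut at about 13% in these data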;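 note: signal is the Cy5 over europium emission ratio at 671 and 618 nm; 0% = plate median of compound wells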
DDE Tn7 FP inh – inhibitors of Tn7 peptide binding to fibrin DD(E), primary screen, biochemical, fluorescence polarization, human fibrin, Tn7 probe; Fibrinogen beta chain (Homo sapiens), P02675; AID 720508, 2013; actives 0.13% (n = 370,000); inhibition, % at 8.3 µM; FP displacement of FITC-Tn7 peptide from fibrin DD(E); 0% = median of compound wells per plate;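 active = inhibition above the mean of compounds falling within the control limits plus 3 SD of them, cut at about 14% in these data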;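 note: 0% = plate median of compound wells and 100% = 10 µM Aha-Tn7 peptide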
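Assay system: human fibrin DD(E). Input: DD(E) 2 µM final. Medium: Tris buffer with calcium and detergent, pH 7.8. Compound dosing: single point at 8.3 µM. Timing: 10 min plus 3 h, room temperature. Technique: fluorescence polarization of the labelled Tn7 tracer. Read-out: percent inhibition. Replicates: singlicate testing.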
ADAM10 inh – human ADAM10 inhibitors, primary screen, biochemical, QFRET, HTS; inhibition, % at 7 µM; Disintegrin and metalloproteinase domain-containing protein 10 (Homo sapiens), O14672; actives 0.62% (n = 370,000); recombinant ADAM10, EDANS/DABCYL FRET peptide cleavage, 3 h;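 active = inhibition above a per-campaign cutoff equal to the mean of compounds falling between control-based bounds plus 3 SD, cut at about 20% in these data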;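 note: 0% = DMSO wells while the 100% control is not disclosed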
Target sequence (O14672 214-748 limits assumed): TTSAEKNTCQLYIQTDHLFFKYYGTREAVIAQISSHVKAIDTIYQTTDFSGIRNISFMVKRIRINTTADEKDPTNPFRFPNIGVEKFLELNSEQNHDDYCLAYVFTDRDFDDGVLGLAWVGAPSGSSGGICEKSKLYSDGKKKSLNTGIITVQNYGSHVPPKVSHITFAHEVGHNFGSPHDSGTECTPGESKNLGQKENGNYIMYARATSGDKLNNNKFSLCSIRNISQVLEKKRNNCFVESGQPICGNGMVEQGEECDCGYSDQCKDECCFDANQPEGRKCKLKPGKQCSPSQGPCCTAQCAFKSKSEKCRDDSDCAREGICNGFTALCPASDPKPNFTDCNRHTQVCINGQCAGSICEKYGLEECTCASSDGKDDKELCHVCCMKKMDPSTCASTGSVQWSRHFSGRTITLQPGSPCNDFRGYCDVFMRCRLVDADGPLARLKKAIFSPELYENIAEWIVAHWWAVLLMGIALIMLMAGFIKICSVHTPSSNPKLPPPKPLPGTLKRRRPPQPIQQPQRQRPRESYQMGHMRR
ADAM17 inh – ADAM17 inhibitors, primary screen, biochemical, QFRET | recombinant ADAM17, EDANS/DABCYL FRET peptide cleavage | inhibition, % at 6.95 µM | actives 0.83% (n = 370,000) | AID 720648, 2013;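 active = inhibition above the mean of compounds lying between control limits plus 3 SD, set per campaign, cut at about 8.5% in these data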;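 note: 0% = DMSO-only wells as the low control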
ASAP1 inh – inhibitors of human ASAP1 ArfGAP activity, primary screen, biochemical, fluorescence polarization; Arf-GAP with SH3 domain, ANK repeat and PH domain-containing protein 1 (Homo sapiens), …; ASAP1-stimulated ARF1 GTP hydrolysis, GDP FP detection; inhibition, % at 16.5 µM; actives 0.19% (n = 360,000); in the data active = inhibition above about 25%;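 note: 0% = vehicle with enzyme and substrate and 100% = no enzyme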
Target sequence (Q9ULH1 325-724 limits assumed): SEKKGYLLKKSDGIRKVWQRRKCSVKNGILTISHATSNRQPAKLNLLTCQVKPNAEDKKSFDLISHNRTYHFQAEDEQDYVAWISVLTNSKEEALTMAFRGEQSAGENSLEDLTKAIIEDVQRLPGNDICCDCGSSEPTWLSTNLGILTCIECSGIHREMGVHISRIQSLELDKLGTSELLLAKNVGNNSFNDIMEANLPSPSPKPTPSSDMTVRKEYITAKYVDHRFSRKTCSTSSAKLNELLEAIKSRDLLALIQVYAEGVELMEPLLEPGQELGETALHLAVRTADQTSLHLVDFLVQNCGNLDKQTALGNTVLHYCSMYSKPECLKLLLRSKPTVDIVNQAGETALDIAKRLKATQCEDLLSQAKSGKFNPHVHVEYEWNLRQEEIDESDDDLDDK
Tn6 DDE FP – inhibitors of Tn6 peptide binding to fibrin DD(E), primary screen, biochemical, fluorescence polarization, human fibrin, Tn6 probe; Fibrinogen beta chain (Homo sapiens), P02675; Fibrin DD(E) TRITC-Tn6 fluorescence polarization displacement; inhibition, % at 8.3 µM; actives 0.21% (n = 370,000); AID 720509, 2013;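 active = inhibition above a per-campaign cutoff: mean of compounds within control limits plus 3 SD, cut at about 15% in these data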;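 note: 0% = median of all compound wells on the plate and 100% = blocking peptide control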
* = called active by the depositor; / = no result given. Compounds were not picked by outcome. About 4.2% of those tested had a hit in this group.

no. | structure | TDP2 absorb | DDE Tn7 FP inh | ASAP1 inh | Tn6 DDE FP | ADAM17 inh
1 | O=C(NCCc1ccccc1F)c1cc2ccccn2n1 | 10 | -1 | / | -1 | -2
2 | CCOC(=O)c1sc(=S)n(-c2ccccc2)c1NC(C)=O | -17 | 0 | -3 | 2 | 3
3 | Cc1[nH]n(-c2nc(-c3ccccc3)cc(=O)[nH]2)c(=O)c1CCO | -12 | -6 | 2 | 1 | -8
4 | Cc1c(NC(=O)OCCSc2nc(N(C)C)nc(N(C)C)n2)sc(=S)n1C | 3 | -3 | 11 | -4 | 2
5 | CCCC(=O)Nc1ccc(-c2nc3cc(C)c(C)cc3o2)c(O)c1 | 2 | -1 | 4 | -1 | -6
6 | Cc1ccc(OC(=O)c2oc3ccc(F)cc3c2C)c(C)c1 | -18 | -2 | -7 | -4 | -7
7 | O=C(CNCC1CCCCC1)Nc1ccccc1N1CCCCC1 | -5 | -3 | -21 | -6 | 4
8 | NC(=Nc1cccc(F)c1)NC(=O)OCc1ccccc1 | -1 | -1 | / | 4 | -1

no. | PLCg1 inh | ARFGAP1 inhibitor | ADAM10 inh | KLK7 zymogen act | LEDGF integ inh
1 | 0 | / | -7 | 0.1 | 0
2 | 3 | -4 | 10 | 0.3 | 1
3 | -8 | -4 | -19 | 0.4 | 4
4 | 1 | 6 | 1 | 1.1 | -1
5 | -93 | 10 | -12 | -13 | 1
6 | 7 | 19 | 0 | 0.1 | 3
7 | 7 | 6 | 8 | -0.1 | -2
8 | 0 | / | -1 | -0.4 | 3

Next part
no. | structure | TDP2 absorb | DDE Tn7 FP inh | ASAP1 inh | Tn6 DDE FP | ADAM17 inh
9 | Cc1ccc(NC(=O)c2cc3ccccc3o2)cc1 | 0 | -2 | -5 | 1 | 0
10 | COc1cc(C2C(C#N)=C(N)N(Nc3ccccc3)C3=C2C(=O)CC(C)(C)C3)ccc1OCc1cccc(F)c1 (stereo unspecified) | -4 | -2 | 9 | 0 | -9
11 | CC(=O)c1cc(C#N)c(SCc2ccc([N+](=O)[O-])cc2)nc1C | 12 | -4 | 3 | 5 | -3
12 | CN(c1ccc(C(=O)Nc2ccccc2C(=O)N2CCOCC2)cc1)S(C)(=O)=O | -15 | -1 | -12 | -5 | -5
13 | CCCC(C(=O)NC1CCCC1)N(CCN(CC)CC)C(=O)c1snc(C(N)=O)c1N (stereo unspecified) | -9 | 0 | 4 | -5 | -49
14 | Cc1ccccc1C(=O)Nc1cccc(NC(=O)c2cccnc2)c1 | 25* | -1 | 12 | 1 | 0
15 | CC(=O)Nc1sc(C)c(C)c1C(=O)OCC(=O)Nc1ccccc1C(F)(F)F | 2 | 16* | -4 | 5 | 0
16 | COc1cc(/C=N\NC(=O)c2c(C)nc3cc(C)ccn23)ccc1O | 2 | 2 | -2 | 4 | -6

no. | PLCg1 inh | ARFGAP1 inhibitor | ADAM10 inh | KLK7 zymogen act | LEDGF integ inh
9 | 0 | 7 | 8 | -0.8 | 2
10 | -178 | -6 | -18 | -3.2 | -1
11 | 1 | 5 | 0 | -0.3 | 0
12 | 0 | 8 | -1 | -0.4 | 1
13 | -66 | -3 | -106 | 4.9 | -11
14 | 2 | 7 | -7 | 0.4 | -3
15 | -1 | -1 | -12 | 0.8 | -2
16 | -21 | -5 | -17 | 0.2 | 1

The list goes on.
no. | structure | TDP2 absorb | DDE Tn7 FP inh | ASAP1 inh | Tn6 DDE FP | ADAM17 inh
17 | CC(=O)NC(Cc1ccccc1C)C(=O)NC1CCN(C(=O)c2cccc(C)c2)CC1 (stereo unspecified) | 2 | 2 | 9 | 9 | -4
18 | O=C(Nc1nnc(Cc2ccccc2)s1)c1ccco1 | 1 | -4 | 4 | -9 | -1
19 | CC(OC(=O)CNC(=O)c1sc2ccccc2c1Cl)C(=O)NC1(C#N)CCCCC1 (stereo unspecified) | -12 | -4 | 5 | -8 | 7
20 | C/C(CC(=O)N1CCCC1)=N\NC(=O)c1cc2ccccc2cc1O | 11 | 6 | 0 | -4 | -3
21 | COc1ccc(CCNC(=O)C2Cc3ccccc3C(=O)O2)cc1 (stereo unspecified) | 16 | -8 | 1 | -8 | -2
22 | CC1=C(C(=O)N2CCOCC2)C(c2ccc(Cl)cc2)NC(=S)N1 (stereo unspecified) | 2 | 1 | 7 | -2 | -2
23 | CC1CCCN(S(=O)(=O)c2ccc(C(=O)NC(C)c3ccccc3)cc2)C1 (stereo unspecified) | -10 | -1 | -10 | 3 | 2
24 | Cc1cc(C)cc(C(=O)NC(CC(N)=O)c2ccc(N3CCN(C)CC3)c([N+](=O)[O-])c2)c1 (stereo unspecified) | 5 | 0 | -13 | -9 | -4

no. | PLCg1 inh | ARFGAP1 inhibitor | ADAM10 inh | KLK7 zymogen act | LEDGF integ inh
17 | -1 | 1 | -10 | 0.1 | -5
18 | -2 | -8 | 9 | 0.0 | 0
19 | 7 | -9 | 6 | 0.1 | 11
20 | -28 | 5 | -5 | -1.2 | 3
21 | -1 | 1 | 4 | 0.7 | -1
22 | 0 | -6 | -8 | 0.0 | -5
23 | -3 | 7 | -8 | 0.3 | -1
24 | -1 | 7 | -1 | 0.0 | -1

(listing goes on)
no. | structure | TDP2 absorb | DDE Tn7 FP inh | ASAP1 inh | Tn6 DDE FP | ADAM17 inh
25 | NC(c1ccccc1)c1csc(Nc2ccccn2)n1 (stereo unspecified) | 10 | 9 | 0 | 1 | -5
26 | O=C1NC[C@@H](CCCCN2C[C@H](Cc3ccc(O)cc3)N(Cc3ccccc3)C(=O)C2=O)N(Cc2ccccc2)C1=O | -7 | -2 | 7 | -3 | 1
27 | CCCCN(C)c1c(C)nc2ccc(C(=O)Nc3ccc(OC)c(OC)c3)cn12 | -11 | 5 | 12 | -7 | 1
28 | COc1ccc(CCNC(=O)c2ccccc2)cc1 | 70* | -3 | -14 | 4 | -1
29 | COc1ccccc1NS(=O)(=O)c1cc(NC(=O)c2cc(=O)[nH]c3ccccc23)ccc1N1CCOCC1 | -18 | -2 | 15 | -8 | 0
30 | Nc1ccc2c(c1)Cc1cc(N)c(Cl)cc1-2 | -2 | 6 | -5 | -3 | 12*
31 | C=CCOc1ccccc1CNn1nnnc1N | -8 | 7 | 5 | -2 | 2
32 | CCOc1ccc(C(C)=O)cc1COC(=O)CNC(=O)c1cccs1 | -12 | -10 | 5 | 1 | -4

no. | PLCg1 inh | ARFGAP1 inhibitor | ADAM10 inh | KLK7 zymogen act | LEDGF integ inh
25 | -1 | 15 | -14 | 0.4 | 7
26 | -2 | 3 | -5 | 0.1 | -1
27 | -4 | 10 | 13 | 0.2 | 3
28 | 0 | 3 | -12 | -0.5 | -4
29 | 2 | 28* | 3 | 0.3 | 3
30 | -34 | 3 | 27* | -0.5 | -10
31 | 4 | 13 | 4 | 0.0 | 0
32 | 6 | -12 | 0 | -0.3 | 5

From compound 28 to 32, as listed above:
no. | structure | TDP2 absorb | DDE Tn7 FP inh | ASAP1 inh | Tn6 DDE FP | ADAM17 inh
28 | COc1ccc(CCNC(=O)c2ccccc2)cc1 | 70* | -3 | -14 | 4 | -1
29 | COc1ccccc1NS(=O)(=O)c1cc(NC(=O)c2cc(=O)[nH]c3ccccc23)ccc1N1CCOCC1 | -18 | -2 | 15 | -8 | 0
30 | Nc1ccc2c(c1)Cc1cc(N)c(Cl)cc1-2 | -2 | 6 | -5 | -3 | 12*
31 | C=CCOc1ccccc1CNn1nnnc1N | -8 | 7 | 5 | -2 | 2
32 | CCOc1ccc(C(C)=O)cc1COC(=O)CNC(=O)c1cccs1 | -12 | -10 | 5 | 1 | -4

no. | PLCg1 inh | ARFGAP1 inhibitor | ADAM10 inh | KLK7 zymogen act | LEDGF integ inh
28 | 0 | 3 | -12 | -0.5 | -4
29 | 2 | 28* | 3 | 0.3 | 3
30 | -34 | 3 | 27* | -0.5 | -10
31 | 4 | 13 | 4 | 0.0 | 0
32 | 6 | -12 | 0 | -0.3 | 5

The results go on.
no. | structure | TDP2 absorb | DDE Tn7 FP inh | ASAP1 inh | Tn6 DDE FP | ADAM17 inh
33 | Oc1[nH]c2ccc(Br)cc2c1N=Nc1ccc(C(F)(F)F)cn1 | -5 | -1 | -4 | -2 | -3
34 | COc1ccc(CCNC(=O)C2CCCN2S(=O)(=O)c2ccc(F)cc2)cc1OC (stereo unspecified) | -11 | -4 | 10 | 4 | 0
35 | Cn1c(=O)cc(OCCCC(=O)NCCCN2CCN(Cc3ccccc3)CC2)c2ccccc21 | -4 | -3 | -3 | 7 | 5
36 | Cc1nn(CC(=O)NNC(=S)Nc2ccccc2)c(C)c1[N+](=O)[O-] | -14 | -5 | 11 | -12 | 5
37 | COCCCNC(=O)c1nc2c(nnn2Cc2cc(C)ccc2C)c(=O)[nH]1 | -2 | -2 | 6 | 3 | -1
38 | CCOC(=O)Cn1c(=O)c2c(nc3n2CCCCN3c2ccc(C)cc2)n(C)c1=O | -7 | 4 | -26 | -2 | 3
39 | COc1ccccc1NC(=O)CSc1ccc(-c2ccccn2)nn1 | -19 | -6 | 12 | -4 | 0
40 | O=C1C=C(NCCOC23CC4CC(CC(C4)C2)C3)C2(CCCCC2)O1 | 16 | 5 | -6 | 1 | -1
41 | Cc1ccccc1OCCOc1cccc(/C=N/NC(=O)Cc2nnc(N)s2)c1 | 4 | -4 | 11 | -5 | -4

no. | PLCg1 inh | ARFGAP1 inhibitor | ADAM10 inh | KLK7 zymogen act | LEDGF integ inh
33 | -1 | 10 | -8 | -0.9 | -2
34 | 4 | 2 | 4 | 0.3 | 1
35 | 7 | 14 | 2 | 0.1 | 0
36 | 7 | 4 | 16 | -0.7 | 2
37 | 2 | 5 | 12 | 0.0 | 0
38 | 4 | 10 | 1 | -0.3 | 0
39 | 5 | 19 | -8 | 0.5 | 2
40 | 2 | -2 | 3 | -0.1 | 5
41 | 0 | 13 | 2 | -0.3 | -3
